Screening data from PubChem BioAssay.
STK33 inh: STK33 kinase inhibitors, primary screen, biochemical, luminescence, ADP-Glo, MBP substrate; Serine/threonine-protein kinase 33 (Homo sapiens), Q9BYT3; inhibition, % at 12.5 µM; hit rate 0.44% among 27,000; AID 2322, 2010; in the data active = inhibition above about 20%; inconclusive = no clear call, values can overlap the other calls
Target sequence (Q9BYT3 whole entry, looked up): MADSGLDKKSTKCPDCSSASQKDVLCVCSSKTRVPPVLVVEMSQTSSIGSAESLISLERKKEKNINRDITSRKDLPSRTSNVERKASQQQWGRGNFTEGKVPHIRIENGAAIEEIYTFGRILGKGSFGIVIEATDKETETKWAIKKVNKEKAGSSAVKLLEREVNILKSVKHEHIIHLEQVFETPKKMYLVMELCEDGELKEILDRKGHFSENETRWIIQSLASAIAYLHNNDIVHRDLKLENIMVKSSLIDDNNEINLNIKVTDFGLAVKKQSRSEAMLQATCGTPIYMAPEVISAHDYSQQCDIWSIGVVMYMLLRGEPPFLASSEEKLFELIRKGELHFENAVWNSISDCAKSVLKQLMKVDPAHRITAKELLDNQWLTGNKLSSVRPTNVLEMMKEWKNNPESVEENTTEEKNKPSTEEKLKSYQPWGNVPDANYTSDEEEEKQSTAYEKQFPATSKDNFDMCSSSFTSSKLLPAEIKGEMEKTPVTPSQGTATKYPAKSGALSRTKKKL
p53 PUMA act: mutant p53 pathway re-activators, primary screen, cell-based, SW480, luciferase, single point, HTS | SW480 PUMA-promoter luciferase, p53 mutant reactivation | activation, % at 9.98 µM | hit rate 1.5% among 28,000; in the data active = activation above about 52%; inconclusive = no clear call, values can overlap the other calls
* = called active by the depositor; ? = inconclusive; · = not tested or not shown. A portion of the library; rates above refer to the full screens.

SMILES	STK33 inh	p53 PUMA act
CC(CC(C)O[C@@H]1O[C@H](CO)[C@@H](O)[C@H](O)[C@H]1O)OC(=O)/C=C/c1ccc(O)cc1 (some centres not stated)	3	-4
COc1ccc(CCNc2nc(C)cc(C)n2)cc1OC	-4	3
COCCNS(=O)(=O)c1ccc(F)c(OC)c1	2	-7
C[C@H]1CN([C@@H](C)CO)C(=O)Cc2cc(NC(=O)Nc3cccc4ccccc34)ccc2O[C@H]1CN(C)Cc1ccc(C(=O)O)cc1	1	·
Cc1noc(C)c1NC(=O)N(C)C[C@@H]1Oc2c(NS(=O)(=O)c3ccccc3)cccc2C(=O)N([C@@H](C)CO)C[C@H]1C	·	6
CNC[C@H]1OCCCC[C@@H](C)Oc2ccc(NC(=O)Cc3ccccc3)cc2C(=O)N([C@H](C)CO)C[C@@H]1C	-14	9
Cc1ccc(-c2nc(S(=O)(=O)c3ccc(F)cc3)c(SCC(N)=O)o2)cc1	1	3
C[C@@H]1CN([C@@H](C)CO)C(=O)c2cccc(NC(=O)C3CC3)c2O[C@H]1CN(C)C(=O)Nc1ccccc1	·	11
C[C@H](CO)N1C[C@H](C)[C@H](CN(C)CC2CC2)Oc2cc(-c3cncnc3)ccc2S1(=O)=O	·	7
C[C@@H]1CN([C@H](C)CO)C(=O)Cc2cc(NC(=O)Nc3ccc4c(c3)OCO4)ccc2O[C@@H]1CN(C)S(=O)(=O)c1ccc(Cl)cc1	0	·
Cc1noc(C)c1NC(=O)Nc1ccc2c(c1)C(=O)N([C@@H](C)CO)C[C@H](C)[C@@H](CN(C)Cc1ccccc1)O2	0	·
CC(C)CC#Cc1ccc2c(c1)O[C@H](CN(C)C(=O)c1cccc(F)c1)[C@@H](C)CN([C@@H](C)CO)S2(=O)=O	·	-28
Cc1cccc(OCC(=O)Nc2cccc(C(=O)O)c2C)c1	1	23
CC(C)NC(=O)N(C)C[C@@H]1OCCCC[C@@H](C)Oc2ccc(N(C)C)cc2C(=O)N([C@H](C)CO)C[C@@H]1C	-3	4
CCOc1ccc(NC(=O)CSc2nc(N)c3c4c(sc3n2)COC(C)(C)C4)cc1	2	-1
Cc1cccc(CN(C)C[C@@H]2Oc3ncc(C#Cc4ccccc4)cc3C(=O)N([C@H](C)CO)C[C@@H]2C)c1	-1	·
O=c1cc(-c2ccc(O)c(O)c2)oc2c(C3O[C@H](CO)[C@H](O)[C@H](O)[C@H]3O)c(O)cc(O)c12 (some centres not stated)	-1	4
Cc1cc(Cl)ccc1OC(C)C(=O)Nc1cccc(-c2nnc(-c3ccccc3)o2)c1 (configuration not stated)	1	85*
CCn1c(SCC(=O)Nc2cc3oc4ccccc4c3cc2OC)nnc1-c1cccnc1	2	11
C[C@H](CO)N1C[C@H](C)[C@H](CN(C)S(=O)(=O)c2ccccc2)Oc2ncc(-c3ccccc3)cc2C1=O	-1	1
CCc1ccccc1NC(=O)CSc1c(C)n[nH]c1C	-1	-2
Cn1c(=O)c2c(nc(SCC(=O)O)n2Cc2ccc(F)cc2)n(C)c1=O	3	7
O=C(Nc1ccccc1Cl)c1ccccc1S(=O)(=O)c1ccccc1[N+](=O)[O-]	3	-2
C[C@H](CO)N1C[C@H](C)[C@@H](CN(C)S(=O)(=O)c2cccs2)OCCCC[C@H](C)Oc2ccc(NS(=O)(=O)c3cccs3)cc2C1=O	·	-14
C/C=C1\[C@H](O[C@@H]2O[C@H](CO)[C@@H](O)[C@H](O)[C@H]2O)OC=C(C(=O)OC)[C@H]1CC(=O)OC	-1	7
The results go on:
SMILES	STK33 inh	p53 PUMA act
CC(=O)Nc1ccc(NC(=O)CSc2nnc(-c3ccncc3)n2-c2ccc(Cl)cc2)cc1	1	-12
CCOC(=O)N(C)C[C@@H]1OCc2cn(nn2)CCCC(=O)N([C@H](C)CO)C[C@H]1C	0	·
CC1(C)CC[C@]2(C(=O)O[C@@H]3O[C@H](CO)[C@@H](O)[C@H](O)[C@H]3O)CC[C@]3(C)C(=CCC4[C@@]5(C)CC[C@H](O[C@@H]6O[C@H](C(=O)O)[C@@H](O[C@@H]7O[C@H](CO)[C@@H](O)[C@H](O)[C@H]7O)[C@H](O)[C@H]6O)C(C)(C)C5CC[C@]43C)C2C1 (some centres not stated)	-4	3
C[C@H]1CN([C@@H](C)CO)C(=O)c2cc(NC(=O)c3ccncc3)ccc2O[C@H]1CN(C)Cc1ccc(C(F)(F)F)cc1	2	·
Cc1ccc(S(=O)(=O)Nc2ccc3c(c2)C(=O)N([C@@H](C)CO)C[C@H](C)[C@H](CN(C)C(=O)Nc2ccccc2)O3)cc1	0	·
O=[N+]([O-])c1ccccc1C(c1c[nH]c2ccccc12)c1c[nH]c2ccccc12	?	-12
C[C@@H]1CN([C@@H](C)CO)C(=O)Cc2cc(N(C)C)ccc2O[C@H]1CN(C)Cc1ccccc1	·	9
C[C@@H]1CN([C@@H](C)CO)C(=O)c2cc(NC(=O)Nc3cccc4ccccc34)ccc2O[C@@H]1CN(C)C(=O)Nc1ccc2c(c1)OCO2	2	1
C[C@@H]1CN([C@@H](C)CO)C(=O)c2cccc(NS(=O)(=O)c3cccs3)c2O[C@@H]1CN(C)C(=O)Nc1ccc(C(F)(F)F)cc1	·	-14
C[C@H]1CN([C@@H](C)CO)C(=O)Cc2cc(NC(=O)Cc3ccccc3)ccc2O[C@@H]1CN(C)CC1CC1	-1	2
CSc1ncc(Cl)c(C(=O)Nc2sc3c(c2C(=O)NCCc2ccccc2)CCC3)n1	0	4
Cc1noc(C)c1NC(=O)Nc1ccc2c(c1)C(=O)N([C@@H](C)CO)C[C@@H](C)[C@H](CN(C)C(=O)NC1CCCCC1)O2	1	6
C[C@@H]1CN([C@@H](C)CO)C(=O)c2cc(NC(=O)Nc3ccc4c(c3)OCO4)ccc2O[C@@H]1CN(C)C(=O)Nc1ccc(C(F)(F)F)cc1	-2	-38
Cc1noc(C)c1S(=O)(=O)Nc1cccc2c1O[C@H](CN(C)C(=O)Nc1cccc3ccccc13)[C@H](C)CN([C@@H](C)CO)C2=O	·	-7
C[C@@H]1CCCCO[C@H](CN(C)S(=O)(=O)c2ccc(F)cc2)[C@@H](C)CN([C@H](C)CO)C(=O)c2cc(NC(=O)NC3CCCCC3)ccc2O1	-6	·
Cc1noc(C)c1NC(=O)Nc1ccc2c(c1)C(=O)N([C@@H](C)CO)C[C@@H](C)[C@H](CN(C)C(=O)Nc1ccc(C(F)(F)F)cc1)O2	-2	9
O=c1c2ccccc2nnn1CN1CCCCC1	1	·
O=C(NC1CCCCNC1=O)c1cn(S(=O)(=O)c2ccccc2)c2ccccc12 (configuration not stated)	·	-16
COC(=O)c1c(NC(=S)Nc2ccc(OC)cc2[N+](=O)[O-])sc2c1CCC(C)C2 (configuration not stated)	-1	4
Cc1noc(C)c1S(=O)(=O)Nc1ccc2c(c1)C(=O)N([C@H](C)CO)C[C@H](C)[C@H](CN(C)Cc1ccccc1)OCCCC[C@@H](C)O2	-2	·
COc1cc(NC(=O)CCCN2C(=O)c3ccccc3C2=O)cc(OC)c1	1	2
C[C@@H]1CN([C@H](C)CO)C(=O)Cc2cc(NC(=O)Nc3ccc(C(F)(F)F)cc3)ccc2O[C@@H]1CN(C)S(=O)(=O)c1cccs1	2	·
C[C@@H]1CCCCO[C@@H](CN(C)C(=O)C2CCCCC2)[C@@H](C)CN([C@H](C)CO)C(=O)c2cc(NC(=O)c3ccccc3)ccc2O1	-1	·
C[C@@H]1CN([C@@H](C)CO)C(=O)Cc2cc(NC(=O)NC3CCCCC3)ccc2O[C@@H]1CN(C)S(=O)(=O)c1ccc(F)cc1	3	3
Nc1ccc(S(=O)(=O)c2ccc(N)cc2)cc1	-8	·

Given as a markdown table: entries from further up.
| compound | STK33 inh | p53 PUMA act |
| --- | --- | --- |
| C[C@@H]1CN([C@@H](C)CO)C(=O)Cc2cc(NC(=O)NC3CCCCC3)ccc2O[C@@H]1CN(C)S(=O)(=O)c1ccc(F)cc1 | 3 | 3 |
| Nc1ccc(S(=O)(=O)c2ccc(N)cc2)cc1 | -8 | · |

Quoted from the results shown (2 entries):
SMILES	STK33 inh	p53 PUMA act
Cc1noc(C)c1NC(=O)Nc1ccc2c(c1)C(=O)N([C@@H](C)CO)C[C@@H](C)[C@H](CN(C)C(=O)NC1CCCCC1)O2	1	6
C[C@@H]1CN([C@@H](C)CO)C(=O)c2cc(NC(=O)Nc3ccc4c(c3)OCO4)ccc2O[C@@H]1CN(C)C(=O)Nc1ccc(C(F)(F)F)cc1	-2	-38

Going on with the list:
SMILES	STK33 inh	p53 PUMA act
O=C(O)CSc1nc2cc(F)c(F)cc2[nH]1	4	-10
C[C@H]1CCCCO[C@@H](CN(C)Cc2ccc(C(=O)O)cc2)[C@@H](C)CN([C@@H](C)CO)C(=O)c2cc(NC(=O)C3CCCCC3)ccc2O1	·	5
COc1ccc(NC(=O)Nc2cccc3c2O[C@H](CN(C)S(=O)(=O)c2cn(C)cn2)[C@@H](C)CN([C@H](C)CO)C3=O)cc1	·	-4
C[C@H](CO)N1C[C@H](C)[C@@H](CN(C)C(=O)CCCN(C)C)OCCCC[C@H](C)Oc2ccc(NC(=O)c3ccncc3)cc2C1=O	·	-8
C[C@@H]1CN([C@H](C)CO)C(=O)c2c(c3ccccc3n2C)-c2ccccc2CO[C@H]1CN(C)C(=O)N[C@H](C)c1ccccc1	·	1
Cc1ccc(S(=O)(=O)Nc2ccc3c(c2)CC(=O)N([C@H](C)CO)C[C@H](C)[C@H](CN(C)Cc2ccncc2)O3)cc1	2	6
C[C@@H]1CN([C@@H](C)CO)C(=O)Cc2cc(NC(=O)Nc3ccc(C(F)(F)F)cc3)ccc2O[C@@H]1CN(C)C(=O)Nc1ccccc1	2	·
Cc1ccc(S(=O)(=O)N(C)CC(=O)Nc2ccc(C(N)=O)cc2)cc1	-5	4
Cc1noc(C)c1S(=O)(=O)Nc1ccc2c(c1)C(=O)N([C@H](C)CO)C[C@@H](C)[C@H](CN(C)C(=O)Cc1ccccc1)OCCCC[C@@H](C)O2	·	-2
COc1ccc(NC(=O)Nc2ccc3c(c2)CC(=O)N([C@H](C)CO)C[C@@H](C)[C@H](CN(C)S(=O)(=O)c2cccs2)O3)cc1	2	·
COc1ccc(OC)c(NC(=O)CSc2nc(-c3ccccc3)nc3c2COC(C)(C)C3)c1	-1	8
O=C(COc1ccc(C(=O)Nc2cc(Cl)ccc2Cl)cc1)Nc1cccc2ccccc12	-4	-13
COc1ccc(S(=O)(=O)Nc2ccc3c(c2)C(=O)N([C@H](C)CO)C[C@@H](C)[C@H](CN(C)Cc2ccc4c(c2)OCO4)O3)cc1	·	5
COc1cc(O)c(C(=O)CCc2ccc(OC)c(OC)c2)c(OC)c1	0	18
COc1ccc(NC(=O)COc2c(Cl)c(C)c(Cl)c(C)c2Cl)c([N+](=O)[O-])c1	-7	17
C=CCNC(=O)c1cc([N+](=O)[O-])cc2c(=O)[nH]c(Nc3ccc(Cl)c(Cl)c3)nc12	·	17
Cc1noc(C)c1NC(=O)N(C)C[C@H]1Oc2cc(C#CCN(C)C)ccc2S(=O)(=O)N([C@H](C)CO)C[C@@H]1C	·	6
CC1CC(NC(=S)NC2CC3C=CC2C3)CC(C)(C)C1 (configuration not stated)	·	-12
C[C@@H]1CN([C@H](C)CO)S(=O)(=O)c2ccc(C#Cc3ccncc3)cc2O[C@@H]1CN(C)C	·	15
C[C@H](CO)N1C[C@H](C)[C@H](CN(C)Cc2ccccc2)Oc2ccc(NC(=O)Nc3cccc4ccccc34)cc2C1=O	-2	·
C[C@@H]1CCCCO[C@H](CN(C)S(=O)(=O)c2cccs2)[C@H](C)CN([C@@H](C)CO)C(=O)c2cc(NS(=O)(=O)c3cccs3)ccc2O1	·	-2
CCC(Sc1nnc(-c2ccc([N+](=O)[O-])cc2)n1C)C(=O)Nc1ccc(Cl)cc1 (configuration not stated)	6	4
COc1ccc(CN(C)C[C@H]2Oc3ccc(NS(=O)(=O)c4ccc(C)cc4)cc3CC(=O)N([C@H](C)CO)C[C@H]2C)cc1	6	·
O=C(O)c1cc(O)c2c(c1)C(=O)c1cccc(O)c1C2=O	3	6
O=C(CSc1nnc(-c2ccccn2)n1-c1ccccc1)Nc1ccc2c(c1)OCCO2	0	1
Carrying on.
SMILES	STK33 inh	p53 PUMA act
C/C(=C\CC(C)(C)CCC(=O)c1ccoc1)C(=O)O	-5	·
CC(C)c1ccc(NC(=O)CSc2nnc(N)s2)cc1	4	19
O=C(NCc1ccccc1)C(c1ccco1)N(Cc1ccc(Br)cc1)C(=O)Cc1ccccc1 (configuration not stated)	4	·
O=C(CSc1nnc(-c2ccco2)o1)Nc1sc2c(c1C(=O)Nc1ccccc1)CCCC2	-8	-8
O=C(Oc1c(CN2CCOCC2)cc(Cl)c2cccnc12)c1ccc([N+](=O)[O-])cc1	3	-40
C[C@@H]1CN([C@H](C)CO)C(=O)c2cc(NC(=O)Nc3ccc(F)cc3)ccc2O[C@@H](C)CCCCO[C@@H]1CN(C)C(=O)c1ccccc1	·	-10
CCOc1ccc(NC(=O)C2CC(=O)NC(N3CCN(C)CC3)=N2)cc1 (configuration not stated)	-3	6

Fetched by compound from above, five records:
SMILES	STK33 inh	p53 PUMA act
O=C(NCc1ccccc1)C(c1ccco1)N(Cc1ccc(Br)cc1)C(=O)Cc1ccccc1 (configuration not stated)	4	·
O=C(CSc1nnc(-c2ccco2)o1)Nc1sc2c(c1C(=O)Nc1ccccc1)CCCC2	-8	-8
CC(C)c1ccc(NC(=O)CSc2nnc(N)s2)cc1	4	19
C[C@@H]1CN([C@H](C)CO)C(=O)c2cc(NC(=O)Nc3ccc(F)cc3)ccc2O[C@@H](C)CCCCO[C@@H]1CN(C)C(=O)c1ccccc1	·	-10
CCOc1ccc(NC(=O)C2CC(=O)NC(N3CCN(C)CC3)=N2)cc1 (configuration not stated)	-3	6
